From PubChem
SMN2 splice up: enhancers of SMN2 splice variant expression; HEK293 SMN2-luciferase splicing reporter, luminescence, 30-36 h; Potency, µM (top dose mostly 46.1 µM), inactives show at the top dose activity change, positive = activation, actives largely listed as activators; 2.8% of 210,000 active; AID 1458; note: % of control where 0% means no effect; nearly all actives have a fitted effect of over 55% in size
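qHTS luciferase splicing reporter: luminescence rises when SMN2 exon 7 is included in transfected HEK293 cells. Compound exposure lasted 30-36 h at 37C, with 4.5 mM final sodium butyrate as control, followed by a ONE-Glo read.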
Epigenetic reg: epigenetic control regulation, reporter derepression; murine LDR cells, GFP reporter derepression, 30 h; Potency, µM (highest dose often 53.9 µM), for the others: top-dose GFP activation, hits mostly activators; 0.2% of 280,000 active; note: % of control where 0% means no effect; nearly all actives have a fitted effect of over 60% in size
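Murine LDR cells carrying a silenced, genomically integrated CMV-driven GFP reporter were exposed to compound for 30 hours at 37 C. After PBS washes, GFP-positive cells (20–120 um objects) were counted by laser-scanning microplate cytometry.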
* = called active by the depositor; ? = inconclusive; [ ] = remark or other dose. Calls come from the whole dose curve; as a rule, active = well fitted curve in the direction sought with a large enough effect; inconclusive = small, poorly fitted or top-dose-only effect, or another doubt; inactive = no such curve, though single readings can be large; an effect the other way counts as inactive or inconclusive. Potency is the fitted concentration of half-maximal effect.

SMILES	SMN2 splice up	Epigenetic reg
O=C(CSc1oc(-c2ccco2)nc1S(=O)(=O)c1ccc(Cl)cc1)Nc1ccc(F)cc1	-7.8%	5.8%
CCn1c(=O)c2sccc2n2c(CCC(=O)N3CCN(c4ccc(C(C)=O)cc4)CC3)nnc12	0.9%	-1.8%
COc1ccc(C(=O)CC2(O)C(=O)N(Cc3cccc(C(F)(F)F)c3)c3ccccc32)cc1 (stereo not drawn)	-44.2%[inhibitor]	-1.1%
CCCOc1ccc(C2c3c(-c4ccccc4O)n[nH]c3C(=O)N2CCc2ccccc2)cc1OCC (stereo not drawn)	3.9%	16.7%
COc1cccc(-c2nc(SCC(=O)NCC3CCCO3)c(-c3ccc(F)cc3)[nH]2)c1 (stereo not drawn)	11.0%	1.0%
Cc1ccc(O)c(-c2ccnc3cc(-c4ccc(Cl)cc4)nn23)c1	25.9%	-0.2%
Cc1cc(-c2nc3ncccc3o2)ccc1NC(=O)c1ccc(Br)cc1	?	1.8%
CCc1nonc1NC(=O)c1oc2ccc(C)cc2c1C	20.6%	-2.6%
CCOc1ccccc1C(=O)Nc1cc(-c2ccc(C)cc2)no1	-6.5%	7.4%
Fc1ccc(Nc2nc(Nc3ccc(F)cc3)nc(N3CCOCC3)n2)cc1	6.4%	-1.3%
CCc1ccc(C2CC(=O)Nc3c2c(=O)n(C)c2ncnn32)cc1 (stereo not drawn)	-14.3%	-1.1%
COC(=O)c1c(NC(=O)c2cc(=O)c3ccc(C)c(C)c3o2)sc2c1CCCC2	5.0%	-1.9%
Cc1ccc(S(=O)(=O)c2nc(-c3cccs3)oc2SCc2ccc(F)cc2)cc1	5.6%	1.7%
CCCCN(Cc1ccccc1)S(=O)(=O)c1ccc2c(c1)CC(C)N2C(=O)CC (stereo not drawn)	1.6%	1.6%
COc1ccc(C2NC(=O)N(C)C3=C2C(=O)N(c2ccccc2)C3)cc1 (stereo not drawn)	-2.3%	0.0%
Cc1cccc(C)c1NC(=O)CSc1nc(-c2cccs2)cc(C(F)(F)F)n1	0.1%	2.9%
Cc1noc(/C=C/c2cccs2)c1S(=O)(=O)N1CCC(C(=O)NCc2ccc(Cl)cc2)CC1	-2.9%	2.9%
Cn1c(=O)c2c([nH]c(=O)n2Cc2ccc(Cl)cc2Cl)n(C)c1=O	7.3%	-1.6%
COc1ccc(CNC(=O)c2nc(SCc3ccc(C)cc3)ncc2Cl)cc1	-6.7%	-6.7%
CCOCCCNC(=O)c1cc(=O)[nH]c2ccc(S(=O)(=O)N3CCCC3)cc12	-3.1%	-0.9%
COc1ccc(CNC(=O)c2c3c(nc4ccccc24)C(=O)N(C2CCCCC2)C3)c(OC)c1	3.7%	1.6%
O=C(c1cc2ccccc2oc1=O)N(Cc1cccc(Cl)c1)C1CCS(=O)(=O)C1 (stereo not drawn)	2.8%	0.0%
CCCN(c1c(C)n(C)n(-c2ccccc2)c1=O)S(=O)(=O)c1ccc(C)cc1	25.0%	-1.0%
CCOC(=O)c1ccc(NC(=O)c2cn(-c3ccccc3)nc2-c2ccc(Br)cc2)cc1	-5.0%	-1.6%
COc1cccc(CNC(=O)Cn2nc(C)n3c(cc4cc(C)ccc43)c2=O)c1OC	10.4%	1.4%
COc1cc(C2SC[C@H]3C(=O)N(c4ccccc4)C(=O)N23)cc(OC)c1OC (stereo partly drawn)	-5.2%	1.9%
CCC(Cc1ccccc1)NC(=O)c1cccc(Nc2nc3ccccc3nc2-n2nc(C)cc2C)c1 (stereo not drawn)	2.8%	-1.4%
COCCCNC(=O)c1cc2c(=O)n3cccc(C)c3nc2s1	14.1%	0.0%
COc1ccc(NC(=O)c2c(C)oc3ccc(O)c(CN4CCN(Cc5ccccc5)CC4)c23)cc1Cl	-14.0%	0.8%
Cc1ccc(Cn2c(-c3ccccc3)nc3ccccc32)cc1	-16.9%	-2.5%
O=C(Cn1c(=O)c2ccccc2n(CC(=O)Nc2ccccc2F)c1=O)NCCc1ccccc1	-3.8%	1.6%
CCCCn1c(=N)n(CCOc2ccccc2OC)c2ccccc21	-5.7%	1.1%
COc1ccc2c(C)c(CCC(=O)NCCc3ccc(OC)c(OC)c3)c(=O)oc2c1	-3.6%	0.0%
COc1ccc(Oc2c(C(F)(F)F)oc3c(CN4CCCC(C)C4)c(O)ccc3c2=O)cc1 (stereo not drawn)	-3.4%	-1.0%
Cc1ccc(C)n1-c1nnc(N2CCCC(C(=O)NCc3cccc(Br)c3)C2)s1 (stereo not drawn)	-3.0%	-4.3%
COc1ccccc1Nc1c2c(nc3ccc(NC(=O)c4ccccc4F)cc13)CCCC2	-12.8%	2.9%
Cc1oc2ccc(O)c(CN3CCN(Cc4ccccc4)CC3)c2c1C(=O)Nc1ccccc1	-10.4%	-1.9%
CCc1ccc2oc(-c3ccc(C)c(NC(=O)Cc4ccccc4)c3)nc2c1	23.1%	-0.8%
COc1ccc(Nc2nc3ccccc3n3c(N)nnc23)cc1	15.9%	0.9%
Cc1ccc(C(=O)N(Cc2ccc(N(C)C)cc2)Cc2ccco2)cc1	3.2%	-0.8%

Structures above that contain a CF3 group (3):
SMILES	SMN2 splice up	Epigenetic reg
COc1ccc(C(=O)CC2(O)C(=O)N(Cc3cccc(C(F)(F)F)c3)c3ccccc32)cc1 (stereo not drawn)	-44.2%[inhibitor]	-1.1%
Cc1cccc(C)c1NC(=O)CSc1nc(-c2cccs2)cc(C(F)(F)F)n1	0.1%	2.9%
COc1ccc(Oc2c(C(F)(F)F)oc3c(CN4CCCC(C)C4)c(O)ccc3c2=O)cc1 (stereo not drawn)	-3.4%	-1.0%

Carrying on.
SMILES	SMN2 splice up	Epigenetic reg
O=C(c1ccc2c(c1)CCN2S(=O)(=O)c1ccc(Cl)cc1)N1CCN(c2ccccc2F)CC1	-18.7%	2.5%
COc1ccc(-c2nc3ccccc3s2)cc1NC(=O)c1cc(OC)c(OC)c(OC)c1	4.1%	-1.0%
CCCCSCCCNC(=O)c1cn(C)c2ccc(S(=O)(=O)N3CCCCC3)cc2c1=O	5.1%	-0.5%
CCOc1ccc2oc(=O)cc(CN3CCN(c4ccc(Cl)cc4)CC3)c2c1	-1.3%	15.2%
COc1ccc(CCn2c3c(c(=O)[nH]c2=O)C(NC(=O)c2ccccc2OC)(C(F)(F)F)C(=O)N3)cc1OC (stereo not drawn)	2.7%	0.0%
COc1ccccc1-c1nc2c3c(-c4ccccc4)c(-c4ccccc4)oc3ncn2n1	-3.3%	0.0%
CCOc1ccc(S(=O)(=O)Nc2cc3c(C(=O)OC)c(COC)oc3c3ccccc23)cc1	4.1%	5.7%
COc1ccc(OCc2nc3c4c(-c5ccc(OC)cc5)c(-c5ccc(OC)cc5)oc4ncn3n2)cc1	-3.5%	-1.0%
CCCN(CCC)C(=O)Cn1c(=O)n(Cc2ccc(C(=O)NCCc3ccc(Cl)cc3)cc2)c(=O)c2ccccc21	3.0%	15.9%
CSc1ncc(Cl)c(C(=O)NCc2ccc(C)cc2)n1	-5.1%	9.3%
O=C(Nc1cccc(F)c1)c1cccc2c1C(=O)N(C1CCCCC1)C2	3.7%	1.1%
CSc1ccc(CCNC(=O)Cn2nc(C)n3c(cc4sccc43)c2=O)cc1	-7.4%	0.8%
COC(=O)c1cc2oc3ccccc3c2n1Cc1nc(-c2cccc(C)c2)oc1C	-0.2%	1.1%
Cc1cccc(CCNc2ncnc3onc(-c4ccc(Cl)cc4)c23)c1	1.7%	-3.3%
CCOc1ccc(-n2c(SCc3nc(-c4ccc(OC)cc4)no3)nnc2-c2ccncc2)cc1	-5.5%	1.9%
Cc1ccc(CN(C(=O)COc2ccc(Cl)c(C)c2)C2CCS(=O)(=O)C2)o1 (stereo not drawn)	8.6%	-1.9%
Cn1c(C(=O)NCc2cccc(Cl)c2)cc2oc3ccccc3c21	?	-4.5%
CCOc1ccc(-n2c(SCC(=O)Nc3cccc(Cl)c3)nc3c(oc4ccccc43)c2=O)cc1	-6.3%	6.7%
COc1ccc(NCc2nc3ccccc3n2CCOc2ccccc2C)cc1	-26.3%	2.3%
O=C(CSc1ncc(S(=O)(=O)c2ccc(Cl)cc2)c(=O)[nH]1)Nc1cccc(C(F)(F)F)c1	5.2%	-3.0%
CC(=O)Nc1ccc(C2Sc3ccccc3NC3=C2C(=O)c2ccccc23)cc1 (stereo not drawn)	?	0.2%
COc1ccccc1OCC(=O)Nc1c(C(=O)c2ccc(C)cc2)oc2ccccc12	-0.8%	0.8%
Cc1ccc(Nc2c(-c3ccsc3)nc3c(C)cccn23)cc1	-2.0%	2.9%
Cc1cc(C)c(Cn2c3ccccc3c3cnn(CC(=O)NCCCc4ccccc4)c(=O)c32)c(C)c1	-1.5%	-1.9%
CCC(C)NC(=O)c1ccc2c(=O)n3c(nc2c1)CCCCC3 (stereo not drawn)	-4.6%	-1.7%
COc1ccc(S(=O)(=O)NCCSc2nnnn2-c2ccccc2)cc1OC	8.3%	-0.2%
COc1ccc(-c2cc(C(F)(F)F)nc(SCCC(=O)Nc3c(C)cccc3C)n2)cc1	2.4%	4.8%
COc1ccccc1CCNC(=O)C1CCN(c2nnc(-n3cccc3CNc3ccc(C)cc3)s2)CC1	-45.3%[inhibitor]	0.0%
CCOC(=O)c1c(NC(=O)c2ccc(OC)c(OC)c2)sc2c1CCCCC2	10.8%	-1.6%
CCc1nn(C(C)C(=O)N2CCN(c3cccc(C(F)(F)F)c3)CC2)c(=O)c2cc3occc3n12 (stereo not drawn)	2.7%	-5.7%
Cc1ccccc1C(c1c(C)n(C)n(-c2ccccc2)c1=O)c1c(C)n(C)n(-c2ccccc2)c1=O	-0.2%	-0.9%
COc1ccc(NC(=O)c2oc3ccccc3c2NC(=O)Cc2ccc(F)cc2)c(OC)c1	-5.7%	-0.5%
O=C(NCc1cccnc1)c1nn(-c2ccc(Cl)cc2)nc1CO	-16.5%	-0.8%
CCOc1ccc(CNC(=O)C2CCN(C3=NS(=O)(=O)C(c4ccc(C)cc4)=C3CC)CC2)cc1	-36.5%[inhibitor]	4.1%
Cc1c(Cl)cccc1NC(=O)CC1Oc2ccccc2NC1=O (stereo not drawn)	6.1%	1.4%
c1ccc(Nc2c(-c3c[nH]c4ccccc34)nc3ccccn23)cc1	15.8µM*	0.3%
COc1cc(-c2nc(Cn3nnc(C(=O)Nc4ccccc4)c3C)c(C)o2)cc(OC)c1OC	-4.3%	-0.1%
COc1ccc(-n2nc3ccc(NC(=O)COc4ccc(C)c(C)c4)cc3n2)cc1	5.3%	-0.2%
CCOC(=O)C1CCCN(c2nc3c(S(=O)(=O)c4ccc(CC)cc4)nnn3c3ccc(Cl)cc23)C1 (stereo not drawn)	2.4%	4.1%
CCOC(=O)c1c(-c2ccccc2)oc2ccc(N(C(C)=O)S(=O)(=O)c3ccccc3)cc12	-9.2%	0.4%
COc1ccc2oc(=O)cc(CN3CCN(c4ccc(F)cc4)CC3)c2c1	-14.4%	0.5%
COc1ccc(N(Cc2cc3ccccc3[nH]c2=O)C(=O)c2cccc(Cl)c2)cc1	3.0%	-1.0%
CCc1ccccc1NC(=O)CC1NCCNC1=O (stereo not drawn)	1.8%	0.0%
CCOc1ccc(/C=C(\C#N)c2nc(-c3cc4ccccc4oc3=O)cs2)c(OCC)c1	7.0%	-1.6%
COc1cc(NC(=O)C2CCN(S(=O)(=O)c3ccc4c(c3)oc(=O)n4C)CC2)cc(OC)c1	-16.2%	-4.4%
CCN(CCCNC(=O)CSc1cc(=O)n(C)c2cc(Cl)ccc12)c1cccc(C)c1	9.0%	3.4%
CC(=O)c1sc2c(c1C)c(=O)n(-c1ccc(Cl)cc1)c(=O)n2Cc1cc(=O)n2cc(Cl)ccc2n1	4.2%	-0.3%
CCn1c(=N)c(C(=O)NCc2cccnc2)cc2c(=O)n3cc(C)ccc3nc21	-3.8%	1.2%
COc1cc(/C=C(/C#N)c2nc(-c3cc4ccccc4oc3=O)cs2)ccc1O	-21.8%	?
CCSc1nnc2n(-c3cccc(C)c3)c(=O)c3c4c(sc3n12)CCCC4	-2.5%	-1.3%
Cc1ccc(S(=O)(=O)N(CC(O)Cn2c3ccccc3c3ccccc32)c2cccc(C(=O)N(C)C)c2)cc1 (stereo not drawn)	-12.6%	1.2%
Cc1cc2nc(-c3ccc(NC(=O)c4cc5ccccc5o4)cc3)oc2cc1C	?	-1.6%
Cc1ccc(S(=O)(=O)c2cnc(SCC(=O)Nc3ccc4c(c3)OCCO4)[nH]c2=O)cc1	-3.4%	0.0%
Cc1oc2c(cc(NS(=O)(=O)c3ccc(C(C)C)cc3)c3ccccc32)c1C(=O)OCc1ccccc1	-0.5%	0.1%
COc1ccc(NC(=O)c2ccc3oc(=O)c(S(=O)(=O)c4ccc(F)cc4)cc3c2)c(OC)c1	1.4%	-1.1%
CCc1ccc(OCC(=O)Nc2ccc(Cl)c(-c3nc4cc(C)cc(C)c4o3)c2)cc1	-7.0%	0.4%

Single records (already shown). Screens in order: SMN2 splice up, Epigenetic reg
`COc1ccc(N(Cc2cc3ccccc3[nH]c2=O)C(=O)c2cccc(Cl)c2)cc1` as listed: 3.0%, -1.0%
`Cc1ccc(S(=O)(=O)N(CC(O)Cn2c3ccccc3c3ccccc32)c2cccc(C(=O)N(C)C)c2)cc1` (stereo not drawn) as listed: -12.6%, 1.2%
`COc1ccc2oc(=O)cc(CN3CCN(c4ccc(F)cc4)CC3)c2c1` as listed: -14.4%, 0.5%
`CCSc1nnc2n(-c3cccc(C)c3)c(=O)c3c4c(sc3n12)CCCC4` as listed: -2.5%, -1.3%

An excerpt, so the mix of outcomes need not match the whole.
